# Source: PubChem BioAssay (National Center for Advancing Translational Sciences (NCATS))
# IL2 activator: qHTS of IL-2 Activators | IL-2 activation reporter assay, cell-based qHTS; stimulated with anti-CD3/CD4/CD28 beads; in transgenic mouse T cells | activation, % (series mostly up to about 46 µM) | 0.065% of 360,000 active | AID 652025, 2013; in the data active means activation above about 50%; inconclusive means mostly about 30% to 49%; further: 0% is about no effect
#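 Screening format: compound pinned onto unstimulated transgenic mouse T cells, 60 min incubation, then anti-CD3/anti-CD4/anti-CD28 bead stimulation for 18 hours at 37 degrees C, followed by EGFP and DsRed detection.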
# EPAC1 ag: qHTS for Agonist of cAMP-regulated guanine nucleotide exchange factor 3 (EPAC1): primary screen. Rap guanine nucleotide exchange factor 3 (Homo sapiens), O95398. EPAC1 agonist qHTS, biochemical assay; response scale: 100% = response to 6.5 mM cAMP. Potency, µM (highest dose often 154 µM), for inactives: at the highest dose activation, hits mostly activators. 0.073% of 360,000 active. AID 720707, 2013; further: potency means the concentration at half of the fitted maximal effect; nearly all actives have a fitted effect of over 60% in size
# Target sequence (O95398 whole entry, looked up): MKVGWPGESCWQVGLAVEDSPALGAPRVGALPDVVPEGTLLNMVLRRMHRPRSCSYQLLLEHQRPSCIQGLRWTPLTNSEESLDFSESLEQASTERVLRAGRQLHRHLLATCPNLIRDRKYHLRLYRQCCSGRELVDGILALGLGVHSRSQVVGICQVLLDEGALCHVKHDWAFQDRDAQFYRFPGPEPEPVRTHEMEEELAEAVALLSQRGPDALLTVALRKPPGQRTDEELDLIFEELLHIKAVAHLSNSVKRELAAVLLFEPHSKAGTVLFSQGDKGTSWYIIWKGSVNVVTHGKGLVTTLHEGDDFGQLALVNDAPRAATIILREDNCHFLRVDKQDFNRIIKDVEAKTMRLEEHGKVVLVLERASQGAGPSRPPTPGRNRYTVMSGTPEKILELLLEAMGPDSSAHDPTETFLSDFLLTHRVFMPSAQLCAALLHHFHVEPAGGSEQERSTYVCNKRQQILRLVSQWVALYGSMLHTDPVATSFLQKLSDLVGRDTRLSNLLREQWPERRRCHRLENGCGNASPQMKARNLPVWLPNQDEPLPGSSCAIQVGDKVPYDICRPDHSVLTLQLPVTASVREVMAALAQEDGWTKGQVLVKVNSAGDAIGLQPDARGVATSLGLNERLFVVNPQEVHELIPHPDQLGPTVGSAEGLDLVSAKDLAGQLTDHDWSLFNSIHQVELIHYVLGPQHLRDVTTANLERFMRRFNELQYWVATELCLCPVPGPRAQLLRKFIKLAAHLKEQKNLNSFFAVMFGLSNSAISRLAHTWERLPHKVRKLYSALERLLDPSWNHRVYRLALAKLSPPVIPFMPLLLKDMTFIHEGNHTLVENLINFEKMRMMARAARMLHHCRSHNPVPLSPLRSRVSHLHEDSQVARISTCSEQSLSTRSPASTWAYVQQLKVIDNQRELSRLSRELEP
#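 Fluorescent GDP-exchange assay: 100 nM EPAC1 with 250 nM Rap1B preloaded with BODIPY-GDP and 50 uM GDP; compounds tested as concentration series, 5 min at room temperature, then read every 5 min for 30 min (ex 480/em 540 nm); normalized to 6.5 mM cAMP.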
# WRN inhibitor: qHTS for Inhibitors of WRN Helicase; Bifunctional 3'-5' exonuclease/ATP-dependent helicase WRN (Homo sapiens), Q14191; WRN helicase unwinding, fluorescent forked duplex, kinetic; Potency, µM (doses to about 114 µM), without a hit: at the top dose activity change, negative = inhibition, usual class: inhibitors; 0.46% of 360,000 active; further: potency means the concentration at half of the fitted maximal effect; on the % scale 0 is the no-effect control and ±100 the full control effect; nearly all actives have a fitted effect of over 55% in size
#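 Fluorescence dequenching readout, ex 525 nm/em 598 nm, kinetic mode: forked duplex DNA (100 nM final) with adjacent fluorophore and quencher unwound by WRN (20 nM final) with 2 mM ATP. Compound preincubation 15 min, room temperature.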
# PLK1 PBD inh: qHTS for Inhibitors of PLK1-PDB (polo-like kinase 1 - polo-box domain): Primary Screen. Serine/threonine-protein kinase PLK1 (Homo sapiens), P53350. Plk1 PBD binding of FITC phosphopeptide, fluorescence polarization. Potency, µM, inactives show max response, negative = inhibition, hits mostly inhibitors. 2.8% of 360,000 active. AID 720504, 2013; further: potency means the concentration at half of the fitted maximal effect; series mostly up to about 57 µM; on the % scale 0 is the no-effect control and ±100 the full control effect; nearly all actives have a fitted effect of over 65% in size
# FUS yeast rescue: qHTS for Suppressors of FUS Proteinopathy: Primary screen using FUS-linked yeast assay; S. cerevisiae FUS-expressing, growth rescue, OD600, 24 h; Potency, µM (titrated, usually from 76.6 µM), inactives show at the highest dose growth rescue (activation), most hits filed as activators; 0.24% of 390,000 active;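 further: potency means the concentration at half of the fitted maximal effect; plate controls were DMSO vehicle for no effect and reference control for full effect; nearly all actives have a fitted effect of over 55% in size; some results filed as inactive show a strong effect at the top dose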
#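 Restored growth of FUS-toxic S. cerevisiae, read as 600 nm absorbance after 24 h at 30C in galactose medium (starting OD 0.005). Controls CP55940 and DMSO.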
# aSyn rescue: qHTS of alpha-syn Inhibitors. Yeast expressing alpha-synuclein, growth rescue, BacTiter-Glo, 24 h. Potency, µM (doses to about 46.1 µM), inactives show at the top dose growth rescue (activation), hits mostly activators. 0.14% of 370,000 active; further: potency means the concentration at half of the fitted maximal effect; % of control where 0% means no effect; nearly all actives have a fitted effect of over 65% in size
#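 Rescue of yeast growth: cells expressing toxic alpha-synuclein, induced in galactose at OD600 0.02, incubated with compound 24 h at 30 C. ATP luminescence quantified growth; inhibitors of toxicity appear as activators.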
# PI5P4Ka inh: qHTS for Inhibitors of phosphatidylinositol 5-phosphate 4-kinase (PI5P4K); Phosphatidylinositol 5-phosphate 4-kinase type-2 alpha (Homo sapiens), P48426; PI5P4Kalpha enzyme, ADP-Glo luminescence, 60 min; hits give low values; max response, %; 1.2% of 330,000 active; active means max response of -50% or lower; inconclusive means between -30% and -50%; inactive means -30% or higher; further: value at the top dose of about 77 µM; on the % scale 0 is the no-effect control and ±100 the full control effect
#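 Enzyme plus substrate dispensed, test compounds pinned in, then ATP (5 microM final) added. After 60 min at RT, ADP-Glo reagent 1 for 45 min and reagent 2 for 30 min preceded luminescence imaging.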
# EPAC1 antag: qHTS for Antagonist of cAMP-regulated guanine nucleotide exchange factor 3 (EPAC1): primary screen. 0.14% of 360,000 active. EPAC1 GEF assay, Rap1b-BODIPY-GDP exchange fluorescence. Potency, µM (titrated, usually from 115 µM), without a hit: at the top dose activity change, negative = inhibition, most hits filed as inhibitors;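 further: potency means the concentration at half of the fitted maximal effect; plate controls were vehicle for no effect and positive control for full effect; nearly all actives have a fitted effect of over 50% in size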
# Abeta yeast res: qHTS for compounds that reverse cellular toxicity of Amyloid beta (A-beta) peptide in yeast: Primary Screen; yeast expressing A-beta42, growth rescue, OD600, 48 h; response scale: 0% DMSO, 100% iron-clioquinol control; Potency, µM (top dose mostly 46.1 µM), for inactives: top-dose growth rescue, most hits filed as activators; 0.063% of 410,000 active; further: potency means the concentration at half of the fitted maximal effect; nearly all actives have a fitted effect of over 55% in size
#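 Yeast growth medium received pinned compounds, then yeast cells expressing toxic A-beta were added; plates incubated at 30 C for 48 hr. Growth read as absorbance at 600 nm, normalized to DMSO and equimolar FeCl3 plus clioquinol controls.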
# Active calls of the source: *; ? = inconclusive; . = no result given; & = joins results of further samples; [ ] = remark or other dose. Unless noted, the call rests on the fitted dose curve; in most records, active means well fitted curve in the direction sought with a large enough effect; inconclusive means small, poorly fitted or top-dose-only effect, or another doubt; inactive means no such curve, though single readings can be large; an effect the other way counts as inactive or inconclusive.
SMILES,IL2 activator,EPAC1 ag,WRN inhibitor,PLK1 PBD inh,FUS yeast rescue,aSyn rescue,PI5P4Ka inh,EPAC1 antag,Abeta yeast res
O=C(C[C@H]1C[C@@H]2c3cc(NS(=O)(=O)c4ccccc4)ccc3O[C@@H]2[C@H](CO)O1)NC1CCCC1,-2.0,-5.2%,3.1%,-3.9%,10.1%,-5.5%,-0.1,-1.4%,-4.2%
O=C(N/N=C/C1C(c2ccccc2)C1(Cl)Cl)c1cccc(Br)c1 (stereo not drawn),-0.3,2.0%,-6.5%,-6.3%,-5.6%,12.1%,-5.4,7.0%,20.1%
Cc1ccc(CNC(=O)C2CCCN2C(=O)NCc2ccccc2)cc1 (stereo not drawn),4.6,0.0%,-8.8%,-12.1%,1.5%,11.0%,0.2,0.0%,5.9%
CC(NNC(=S)N1CCN(c2ccccn2)CC1)c1nccc2ccccc12 (stereo not drawn),-6.4,8.3%,1.9%,-3.8%,.,-56.5%[inhibitor],12.8,6.9%,-78.4%[inhibitor]
COc1cc(C(=O)C(=O)c2cc(OC)c(O)c(OC)c2)cc(OC)c1O,0.8,8.1%,8.7%,-15.8%,21.8%,-0.3%,-3.3,-15.7%,-18.1%
CCCNC(=O)Nc1ccccc1SC,0.1,4.2%,2.2%,?,-36.3%,-16.8%,4.3,4.1%,-28.3%
CSC(=S)N/N=C/c1ccc(N(C)C)cc1,-4.3,-4.3%,1.3%,-3.8%,-6.9%,-8.8%,3.5,-9.1%,?
CCOC(=O)c1ccc(NC(=S)Nc2ccccc2)cc1,-2.6,15.8%,-14.0%[57.1 µM],-17.9%,-13.0%,5.4%,4.8,-9.3%,4.0%
CC(CCc1ccccc1)NC(=O)CSc1cccc[n+]1[O-] (stereo not drawn),0.3,-1.7%,-9.1%,-8.0%,-2.3%,-1.8%,-21.2,-0.6%,-12.3%
NC(c1csc(Nc2cc(NCCCO)ncn2)n1)c1ccccc1Cl (stereo not drawn),-0.7,-0.1%,3.1%[57.1 µM],-18.3%,-5.5%,-6.2%,-1.8,-1.5%,-12.1%
O=C(COc1ccc(Br)cc1)Nc1ccc([N+](=O)[O-])cn1,-0.5,-4.6%,1.5%,-4.9%,-9.9%,-0.1%,-9.8,12.0%,1.7%
CC(C)c1ccc(OCC(=O)Nc2cccc3c2CCCC3)cc1,-0.5,0.0%,-1.4%,-3.6%,12.4%,0.6%,15.2,-1.8%,29.1%
CCOC(=O)c1sc2nc(N3CCOCC3)c3c(c2c1N)CC(C(C)C)OC3 (stereo not drawn),-0.6,-6.6%,1.7%,-2.1%,-5.7%,11.8%,1.4,-0.9%,-5.3%
Cc1cc(SCC(=O)c2cccc([N+](=O)[O-])c2)nc(=O)[nH]1,-0.6,-13.4%,-12.6%[11.6 µM],21.2µM*,13.8%,2.3%,-58.1*,?,3.3%
Cc1cnn(CCC(=O)NNC(=S)Nc2ccc(F)cc2)c1,2.7,0.0%,1.8%,-3.0%,28.3%,0.4%,-2.9,-11.2%,17.2%
CCC(=O)N1CCc2cc(S(=O)(=O)NCCCOC)ccc21,0.8,-0.5%,-4.3%,-2.0%,2.9%,0.7%,-0.1,3.5%,13.8%
CC(C)(C)c1ccc(C(=O)N2CCC2(C)C(=O)Nc2cccc(C#N)c2)cc1 (stereo not drawn),-0.7,-8.6%,-14.3%,-6.2%,38.5%,0.7%,7.3,-10.3%,-9.0%
CCC(C(=O)OCC(=O)NC1CCS(=O)(=O)C1)c1ccccc1 (stereo not drawn),-5.2,-3.3%,18.2%,-2.7%,-10.2%,0.8%,-2.5,16.9%,8.9%
COc1ccc(NS(=O)(=O)c2ccc(C)c(NC(=O)NC3CCCCC3)c2)cc1,-1.7,14.6%,-12.4%,-2.9%,32.4%,6.3%,0.7,-20.9%,?
Cc1coc(NC(=O)CSc2nc(-c3ccc(Cl)cc3)cc(C(F)(F)F)c2C#N)n1,0.7,8.7%,1.7%,-12.7%,22.5%,0.6%,.,-8.5%,7.4%
O=C(COc1ccc(Cl)cc1Cl)NCCCNC(=O)c1cnccn1,0.5,4.3%,2.0%,-6.6%,6.3%,-0.8%,1.4,-0.5%,4.2%
CCCN(Cc1nnc(-c2ccccc2Cl)o1)C(=O)COc1ccc(Cl)cc1,-4.2,5.7%,0.6%,2.7%,.,6.2%,-1.1,2.2%,13.7%
COc1cc(CC(=O)C(=O)O)oc(=O)c1,2.3,0.6%,-2.5%,-9.3%,-4.8%,0.9%,-10.9,6.1%,0.7%
CCCCc1c(O)nc(SCC(=O)NC(C)(C)C)n(-c2ccccc2C)c1=O,0.3,-4.9%,-5.0%,-12.2%,?,8.9%,-1.1,-14.6%,?
CCN(C(=S)NC(=O)Cc1ccc(OC)cc1)c1ccccc1,0.0,12.2%,-4.4%,?,21.3%,-7.9%,-6.9,11.8%,7.3%
COC(=O)c1ccc(NC(=O)CSc2nnc(-c3ccncc3)n2N)cc1,3.3,-0.6%,3.3%,-3.8%,8.2%,4.5%,.,2.9%,16.0%
Cc1cc(-c2ccccc2)nc(-c2ccccc2)c1C,0.9,20.3%,1.5%,-6.4%,10.4%,-24.2%,18.0,-17.6%,-2.3%
COc1ccc(CN(Cc2ccc(C(=O)O)cc2)C(=S)Nc2cc(C)cc(C)c2)cc1OC,0.1,14.0%,-0.3%,-7.9%,10.6%,3.1%,0.2,-25.8%,-0.4%
COc1ccc(/C=C2\SC(=S)N(NS(=O)(=O)c3ccccc3)C2=O)c(OC)c1,-2.6,-3.7%,-8.0%[11.6 µM],?,-17.8%,3.9%,-58.3*,?,1.8%
COc1ccc(N2CCN(C(=O)C3CCCN(S(=O)(=O)c4cccc5cccnc45)C3)CC2)cc1 (stereo not drawn),-0.6,-25.6%,3.1%,-0.8%,13.0%,0.9%,3.1,-6.2%,1.8%
CCOC(=O)C1CCN(C(=O)CSc2cc(=O)n(C)c3ccccc23)CC1,-2.7,0.0%,3.8%,-10.3%,36.4%,4.2%,.,0.0%,-1.3%
Cc1cccc(NC(=S)NCC(c2cccnc2)N(C)C)c1 (stereo not drawn),0.7,4.1%,-0.6%,-4.9%,10.1%,1.6%,-2.5,-0.1%,23.6%
O=C(Nc1nnc(S(=O)(=O)N2CCOCC2)s1)c1ccc(F)cc1,-0.9,2.0%,-5.7%,-6.4%,-8.6%&-33.1%,2.1%,0.9,6.3%,4.5%&-3.3%
CCCCCCCCCCCCN1[C@@H](CC(=O)O)c2cc(C(F)(F)F)ccc2S1(=O)=O,-0.7,-39.4%[inhibitor],-31.3%,33.6µM*,?,-63.3%[inhibitor],?,79.4µM*,-73.8%[inhibitor]
Cc1sc2ncnc(SCC(=O)Nc3nc(-c4ccc(F)c(F)c4)cs3)c2c1C,0.3,3.1%,4.0%[57.1 µM],?,-3.1%,-1.2%,-8.4,-4.3%,-5.1%
COCCNC(=O)C1Nc2ccc(C(F)(F)F)cc2C2C=CCC12 (stereo not drawn),-0.2,-18.7%,13.0%,-18.4%,19.8%,-0.3%,-20.7,-6.5%,2.2%
O=C(c1ccccc1)c1c(O)nc(-c2ccccc2)n(-c2ccccc2)c1=O,3.5,9.3%,-8.1%,-0.6%,16.1%,5.7%,-4.5,-8.0%,30.4%
O=C(Cn1nc(CNc2ccc(Br)cc2)[n+]2c1CCCCC2)c1ccc([N+](=O)[O-])cc1,0.3,1.6%,-6.2%,-16.0%,8.0%,2.0%,-12.7,11.8%,3.6%
Cc1c(CNC2CCCC(C)C2C)c(C(=O)O)c(C)n1Cc1ccccc1 (stereo not drawn),0.3,4.5%,-16.9%,-12.5%,.,6.8%,2.2,-1.9%,8.0%
COc1cc(C(=O)OCC(=O)N(C)c2ccccc2)cc(OC)c1OC,0.2,4.9%,1.9%,-3.8%,15.1%,0.7%,1.8,11.7%,-9.6%
C=CCNC(=O)c1cccc(OC2CCN(CC(C)(C)C)CC2)c1,-0.6,13.3%,-0.6%,5.5%,-11.0%,1.3%,-2.3,-7.2%,-6.5%
COc1ccc2c(c1)CC/C(=C/c1ccncc1)C2=O,-0.2,-3.7%,-4.5%,-14.4%,7.3%,-2.4%,2.9,8.3%,-14.7%
Cc1nnc(N(CCC#N)CCC#N)s1,0.4,5.3%,-1.6%,-7.3%,-4.8%,-16.1%,2.7,21.1%,-4.0%
CCOC(=O)c1ccccc1NC(=O)CSc1nc2ccccc2o1,-1.2,19.2%,-10.7%,3.1%,12.4%,-1.2%,.,-10.9%,-7.0%
CN(NS(=O)(=O)c1ccc(F)cc1)c1ncc(C(F)(F)F)cc1Cl,-0.8,-8.0%,6.2%,-11.1%,6.1%,2.1%,0.6,-15.4%,-6.5%

# Of the compounds above, these have a thiophene ring, fused or not.
SMILES,IL2 activator,EPAC1 ag,WRN inhibitor,PLK1 PBD inh,FUS yeast rescue,aSyn rescue,PI5P4Ka inh,EPAC1 antag,Abeta yeast res
CCOC(=O)c1sc2nc(N3CCOCC3)c3c(c2c1N)CC(C(C)C)OC3 (stereo not drawn),-0.6,-6.6%,1.7%,-2.1%,-5.7%,11.8%,1.4,-0.9%,-5.3%
Cc1sc2ncnc(SCC(=O)Nc3nc(-c4ccc(F)c(F)c4)cs3)c2c1C,0.3,3.1%,4.0%[57.1 µM],?,-3.1%,-1.2%,-8.4,-4.3%,-5.1%

# Rows are unselected. About 4.1% of those tested had a hit in this group.
